E coli growth – E. coli V3065 growth inhibition, primary screen, counter-screen for AddAB inhibitor project, absorbance, OD600. inhibition, % at 11.9 µM. 330,000 compounds, 0.27% hits. 18 h;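 active means inhibition above the campaign's mean inhibition across all tested compounds plus 3 SD, cut at about 9.9% in these data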;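 further: uninfected addAB+ strain grown without phage in ampicillin broth; 0% = DMSO wells and 100% = ciprofloxacin 0.95 µg/ml wells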
HTR5A inv ctr – HTR5A inverse agonists in luminescence cell assay, primary screen, counter-screen for OPRM1-OPRD1 heterodimer inverse agonist project, full-deck HTS | 5-hydroxytryptamine receptor 5A (Homo sapiens), P47898 | HTR5A cell line, inverse agonism | inhibition, % at 9.3 µM | 340,000 compounds, 0.083% hits | AID 504634, 2011; in the data active means inhibition mostly above about 23%, no sharp cut-off; inactive means mostly below about 18%;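 further: 0% = cells with DMSO and 100% = no-cell wells with DMSO; some compounds called inactive have numbers as strong as hits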
AddAB inh – growth inhibition of E. coli expressing H. pylori AddAB, primary screen, AddAB inhibitor project, absorbance | AID 435030, 2010 | inhibition, % at 11.9 µM | 330,000 compounds, 0.29% hits; in the data active means inhibition above about 12%;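 further: 0% = vehicle wells of infected cells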
MOR-DOR ag – agonists of OPRM1-OPRD1 heterodimerization, primary screen, cell-based, luminescence | 340,000 compounds, 0.3% hits | cells | AID 504326, 2011 | Mu-type opioid receptor (Homo sapiens) + Delta-type opioid receptor (Homo sapiens), … | activation, % at 9.3 µM; in the data active means activation above about 18%;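 further: 0% = vehicle-treated cells and 100% = reference agonist; values of inactives mirror those of a sister screen read the other way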
Target sequence (P35372 whole entry, looked up): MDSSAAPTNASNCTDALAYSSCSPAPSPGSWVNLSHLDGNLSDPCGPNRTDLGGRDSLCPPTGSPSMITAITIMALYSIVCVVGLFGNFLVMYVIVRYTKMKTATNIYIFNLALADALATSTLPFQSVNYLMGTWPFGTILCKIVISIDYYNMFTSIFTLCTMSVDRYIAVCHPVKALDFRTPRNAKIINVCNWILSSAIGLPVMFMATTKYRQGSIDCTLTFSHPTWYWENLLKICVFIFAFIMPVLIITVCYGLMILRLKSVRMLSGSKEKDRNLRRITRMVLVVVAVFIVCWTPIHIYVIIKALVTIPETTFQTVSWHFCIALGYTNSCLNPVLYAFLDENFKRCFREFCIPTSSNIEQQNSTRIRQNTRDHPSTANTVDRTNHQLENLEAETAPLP
Target sequence (P41143 whole entry, looked up): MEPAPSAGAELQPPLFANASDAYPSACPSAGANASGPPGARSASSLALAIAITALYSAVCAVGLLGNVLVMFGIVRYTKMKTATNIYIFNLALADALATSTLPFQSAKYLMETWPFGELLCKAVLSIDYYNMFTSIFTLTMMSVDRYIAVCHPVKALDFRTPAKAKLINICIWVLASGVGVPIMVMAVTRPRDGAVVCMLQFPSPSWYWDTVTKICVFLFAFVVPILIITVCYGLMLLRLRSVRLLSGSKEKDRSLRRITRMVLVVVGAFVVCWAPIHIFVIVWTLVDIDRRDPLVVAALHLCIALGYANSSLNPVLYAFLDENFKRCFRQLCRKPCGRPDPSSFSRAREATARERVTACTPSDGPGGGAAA
phage Ecoli inh – growth loss of phage-infected E. coli, primary screen, RecBCD inhibitor project, absorbance, with phage, HTS. inhibition, % at 11.9 µM. 360,000 compounds, 0.26% hits; in the data active means inhibition above about 11%
Mot1-301 SUMO – yeast Mot1-301 growth rescue at high temperature, primary screen, SUMOylation pathway inhibitor project, S. cerevisiae, ATP luminescence, 38.5C. S. cerevisiae Mot1-301 growth rescue; percent above DMSO median, 100 means doubled. growth rescue, % at 18.8 µM. 320,000 compounds, 1% hits. AID 2716, 2010;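 active means every valid replicate shows activation above 250% relative to neutral control wells; inactive means the rest, any valid replicate at or below 250%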;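 further: OY570 slx delta 5 strain wells were the positive control but not used for scaling; some compounds called inactive have numbers as strong as hits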
PKA-R1A act – activators of PKA-R1A holoenzyme, primary screen, biochemical, fluorescence polarization, Cy5-IP20, bovine R1A, mouse PKAc | 340,000 compounds, 0.083% hits | AID 504707, 2011 | activation, % at 11.4 µM | cAMP-dependent protein kinase type I-alpha regulatory subunit (Bos taurus) + … | PKA-R1A dissociation; scaled: DMSO 0%, 113 µM cGMP 100%;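 active means percent activation above the mean of all tested compounds plus 3 SD, cut at about 19% in these data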;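 further: higher means more PKAc released from R1A so a rise in polarization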
PfHsp90 set2 – growth inhibition of PfHsp90-expressing yeast, primary screen, antimalarial PfHsp90 inhibitor project, S. cerevisiae, BacTiter-Glo luminescence, single point, set 2 | BacTiter-Glo ATP, 48 h; yeast lacking PDR1 and PDR3 efflux regulators | inhibition, % at 9.4 µM | 310,000 compounds, 0.32% hits;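 active means every replicate shows inhibition above about 80%, whatever the replicate mean, limit read from the data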;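 further: 0% = DMSO neutral controls and 100% = 20 µM radicicol positive controls; yeast relying on Plasmodium falciparum Hsp90 in place of its own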
DSG3 Ab inh – inhibitors of pemphigus antibody binding to DSG3, primary screen, biochemical, bead-based, flow cytometry, scFv-GFP | Desmoglein-3 (Homo sapiens), P32926 | DSG3-coupled beads, scFv-anti-DSG3-GFP binding; hits give low values | binding (percent of control), % at 10 µM | 310,000 compounds, 0.48% hits | AID 588358, 2011;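 active means binding more than 3 SD below its plate's average and above zero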;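 further: hits lower antibody fragment binding to DSG3; some compounds called inactive have numbers as strong as hits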
MOR-DOR inv ag – inverse agonists of MOR-DOR heterodimerization, primary screen, cell-based, luminescence. cell-based MOR-DOR heterodimer luminescence, inverse agonism. inhibition, % at 9.3 µM. 340,000 compounds, 0.21% hits. AID 504357, 2011; in the data active means inhibition above about 22%, passing the limit was not always enough;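 further: 0% = cells with DMSO and 100% = wells without cells with DMSO; values of inactives mirror those of a sister screen read the other way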
HTR5A ag – HTR5A agonists in luminescence cell assay, primary screen, counter-screen for OPRM1-OPRD1 heterodimer agonist project, full-deck HTS; 5-hydroxytryptamine receptor 5A (Homo sapiens), P47898; 340,000 compounds, 0.61% hits; cell-based; activation, % at 9.3 µM; in the data active means activation mostly above about 9.5%, no sharp cut-off; inactive means mostly below about 7.6%;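 further: 0% = cells with vehicle only and 100% = reference agonist; strong numbers were not always called active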
* hit, by the source's call; . = not tested or not shown.

Start of the listing, in advance (3 entries):
compound	E coli growth	HTR5A inv ctr	AddAB inh	MOR-DOR ag	phage Ecoli inh	Mot1-301 SUMO	PKA-R1A act	PfHsp90 set2	DSG3 Ab inh	MOR-DOR inv ag	HTR5A ag
O=Cc1ccc(OCCCOc2cccc3cccnc23)cc1	-0.8	0	-1.6	-2.9	2.6	4	0	-8	117	14	0
O=c1[nH]n(-c2ccccc2)c(=O)c2ccccc12	-0.6	-11	3.4	-0.7	2.2	4	-6	-12	96	3	4
Cc1cc(C)n(Cc2cnc(N3CCOCC3)s2)n1	-2.0	7	-1.4	-1.8	0.1	2	3	2	118	9	-3

All compounds of this part (from the top)
compound	E coli growth	HTR5A inv ctr	AddAB inh	MOR-DOR ag	phage Ecoli inh	Mot1-301 SUMO	PKA-R1A act	PfHsp90 set2	DSG3 Ab inh	MOR-DOR inv ag	HTR5A ag
O=Cc1ccc(OCCCOc2cccc3cccnc23)cc1	-0.8	0	-1.6	-2.9	2.6	4	0	-8	117	14	0
O=c1[nH]n(-c2ccccc2)c(=O)c2ccccc12	-0.6	-11	3.4	-0.7	2.2	4	-6	-12	96	3	4
Cc1cc(C)n(Cc2cnc(N3CCOCC3)s2)n1	-2.0	7	-1.4	-1.8	0.1	2	3	2	118	9	-3
Cc1nc(C)c(C(=O)C2=C(O)C(=O)N(CCN(C)C)C2c2ccco2)s1 (stereo unspecified)	-0.3	-8	-0.8	-3.9	1.0	-4	4	-7	.	20	2
Cc1cccc(NC(=O)COC(=O)CCCC2=NS(=O)(=O)c3ccccc3N2)c1	-2.7	23	3.5	-1.1	3.0	8	5	-7	.	6	1
COC(=O)c1cc(NC(=O)c2ccco2)ccc1N1CCOCC1	3.2	-3	0.7	-3.0	2.1	-17	-2	-2	.	15	1
CCCCN1Cc2cc(C(=O)c3cc(OC)ccc3O)cnc2NC1=O	-3.5	-8	-0.9	-2.1	1.1	-2	-7	-7	97	12	3
COc1ccc(CCC(=O)OCC(=O)c2ccc(C)cc2)cc1	1.5	-12	-0.2	1.3	1.6	21	2	.	112	-7	0
CCc1nc2ccccc2n1Cc1ccc(F)cc1	-0.7	1	-0.7	-3.4	3.5	-4	-1	1	83	16	0
COc1ccc(C2C(C(=O)Nc3ccccc3OC)=C(C)Nc3ncnn32)cc1 (stereo unspecified)	-1.5	9	2.9	-1.6	1.5	-10	-1	-6	108	8	-3
O=C(CSc1nc(=O)n2ccccc2n1)N1CCCCCC1	1.1	4	0.3	-2.2	2.3	6	-4	.	100	14	-1
C=CCn1c(Cc2c(C)[nH]c3ccccc23)nnc1SCC(=O)NCc1ccc(F)cc1	-1.3	11	1.6	-3.6	2.2	-8	3	-56	108	15	0
CC(=O)N1CC(C)Sc2ccc(S(=O)(=O)NCc3ccc(Cl)cc3)cc21 (stereo unspecified)	0.0	-7	1.6	4.3	1.0	12	-4	3	.	-23	2
CCc1ccccc1NC(=O)CN(c1cccc(OC)c1)S(C)(=O)=O	-0.5	-17	4.0	1.0	2.9	2	3	9	103	-6	7
N#Cc1ccc(COC(=O)C2CC(=O)N(CCc3ccccc3)C2)cc1 (stereo unspecified)	.	3	.	-1.4	1.2	.	-5	21	101	9	-3
Cc1ccc(S(=O)(=O)N2CCCc3cc(NC(=O)c4c(F)cccc4F)ccc32)cc1	-0.8	0	4.7	-1.7	1.6	-21	-5	0	.	9	-2
CCOc1cc(CNCCc2ccc(S(N)(=O)=O)cc2)cc(Cl)c1OCc1ccccc1	0.2	-14	1.6	8.2	.	-13	5	-23	102	-43	4
COc1ccc(S(=O)(=O)N(CC(=O)N2CCOCC2)c2ccc(F)cc2)cc1OC	-1.2	9	4.5	-1.9	1.0	-9	6	-14	95	12	1
CCN(CC)C(=O)COc1c(-c2ccco2)oc2ccccc2c1=O	-3.5	6	-2.9	-1.8	0.4	21	-6	17	108	9	-2
CCOC(=O)C1=C(Nc2ccc(OC)cc2)OCC1=O	1.3	-2	1.1	-1.9	1.3	-30	-8	8	111	9	-1
CCOC(=O)c1cc2occc2n1CC(=O)NCCOC	-0.2	-6	2.4	-1.8	2.7	0	-3	-10	103	10	2
COc1ccc(OC)c(CN2CCN(c3ccccc3OC)CC2)c1	-1.4	8	-0.5	-1.1	4.7	-3	-6	0	99	6	-3
CC(C)Nc1ncnc2c1cnn2-c1ccc(Cl)cc1	2.1	4	2.6	2.8	4.0	4	3	21	104	-17	-1
CCSc1nnc(-c2ccccc2N=Cc2c(C)[nH]n(-c3ccccc3)c2=O)c(=O)[nH]1	-1.0	34	5.3	0.7	4.3	-5	13	12	101	-4	5
C=CCN1C(=O)/C(=c2\sc3nc(=O)c(Cc4ccccc4Cl)nn3c2=O)c2ccccc21	1.3	1	0.2	-1.9	-1.3	-57	2	-9	104	10	4
O=C(CCN1C(=O)C2CC=CCC2C1=O)Nc1cccc(Cl)c1 (stereo unspecified)	-1.2	2	-1.8	-1.4	1.5	1	-18	-12	.	7	1
COc1cccc(CC(=O)Nc2nc3c(s2)C(=O)CC(C)(C)C3)c1	3.5	-5	0.7	-0.6	4.0	-3	1	11	99	3	-2
COC(=O)c1cc(S(=O)(=O)NCCCc2ccco2)c[nH]1	0.2	-15	2.5	-0.8	2.4	11	-1	14	103	4	2
CCOC(=O)N1CCN(C(=O)C2CCC(=O)N(Cc3ccc(Cl)cc3)C2)CC1 (stereo unspecified)	2.7	-19	-0.1	-2.3	-0.3	-13	-8	2	113	12	2
Cc1ccc(C)c(OCC(O)CN2CCc3ccccc3C2)c1C (stereo unspecified)	0.5	7	1.1	4.7	3.8	9	-2	-14	103	-22	-2

Some of the entries so far, with each value named:
COc1ccc(CCC(=O)OCC(=O)c2ccc(C)cc2)cc1
  E coli growth: 1.5	HTR5A inv ctr: -12	AddAB inh: -0.2	MOR-DOR ag: 1.3	phage Ecoli inh: 1.6	Mot1-301 SUMO: 21	PKA-R1A act: 2	PfHsp90 set2: .	DSG3 Ab inh: 112	MOR-DOR inv ag: -7	HTR5A ag: 0
CCc1nc2ccccc2n1Cc1ccc(F)cc1
  E coli growth: -0.7	HTR5A inv ctr: 1	AddAB inh: -0.7	MOR-DOR ag: -3.4	phage Ecoli inh: 3.5	Mot1-301 SUMO: -4	PKA-R1A act: -1	PfHsp90 set2: 1	DSG3 Ab inh: 83	MOR-DOR inv ag: 16	HTR5A ag: 0

More structures follow.
compound	E coli growth	HTR5A inv ctr	AddAB inh	MOR-DOR ag	phage Ecoli inh	Mot1-301 SUMO	PKA-R1A act	PfHsp90 set2	DSG3 Ab inh	MOR-DOR inv ag	HTR5A ag
Cc1c2cnccc2c(C)c2c1oc1ccccc12	.	0	.	1.9	-0.1	.	0	-47	90	-8	0
COc1ccc(-c2cc(C(=O)Nc3cc(Cl)ccc3OC)no2)cc1	-0.5	1	0.3	-2.8	1.0	-1	13	-12	.	13	0
Cc1ccc(Cl)cc1NC(=O)CNC(=O)N1CC(=O)Nc2ccccc21	-0.7	-6	1.8	-0.4	0.6	-18	8	29	.	2	2
Nc1ccc2oc3ccc(N)cc3c(=O)c2c1	0.4	0	-0.8	1.4	2.1	-21	-8	7	95	-8	-2
COc1ccc(S(=O)(=O)N2CC=C(C(=O)Nc3ccc(NC(C)=O)cc3)CC2)cc1	-0.8	8	1.1	-3.2	4.1	-10	-2	-37	97	15	-3
CC(=O)Nc1ccc(OCC(O)Cn2c3ccccc3c3ccccc32)c(C)c1 (stereo unspecified)	0.5	-1	0.9	2.2	1.4	7	3	-5	79	-13	1
Cc1cccc2cc(CN(Cc3ccc(F)cc3)C(=O)N(C)C)c3nnnn3c12	-2.5	-33	1.4	2.6	2.8	-26	3	.	108	-14	1
CCCOc1ccc(CNCCCOCC)cc1OC	-1.9	3	-0.4	0.1	-0.1	-12	-4	-7	.	-1	5
N/C(CSc1ccc(Cl)cc1)=N\S(=O)(=O)c1ccc(Cl)cc1	0.1	-13	1.4	1.4	2.6	-18	-3	-13	.	-7	2
COc1ccccc1CN(C)C(=O)CN1CCN(S(=O)(=O)c2ccc3c(c2)OCCCO3)CC1	-0.5	7	1.1	-2.0	3.5	5	-8	1	105	8	-1
O=C(NC(=S)Nc1cccc(CO)c1)c1ccc(-c2ccccc2)cc1	2.4	14	2.1	0.4	0.2	7	-2	7	99	-2	11
CN1CCN(c2ccccc2NC(=O)COc2ccc(Br)cc2)CC1	0.5	11	1.8	3.3	5.2	155	10	.	99	-16	-5
COc1cc(C)c(S(=O)(=O)N2CCN=C2c2ccccc2)cc1C	1.5	-15	3.2	-1.1	2.7	-7	0	4	110	6	4
CSc1ccccc1NC(=O)CN(C)CC(=O)Nc1cccc(Br)c1	-2.5	12	0.4	3.0	1.8	-16	8	8	105	-16	-4

Individual results from above:
MOR-DOR ag result of CN1CCN(c2ccccc2NC(=O)COc2ccc(Br)cc2)CC1 : 3.3
phage Ecoli inh result of COc1ccc(-c2cc(C(=O)Nc3cc(Cl)ccc3OC)no2)cc1 : 1.0
E coli growth result of COc1ccccc1CN(C)C(=O)CN1CCN(S(=O)(=O)c2ccc3c(c2)OCCCO3)CC1 : -0.5
PfHsp90 set2 result of CSc1ccccc1NC(=O)CN(C)CC(=O)Nc1cccc(Br)c1 : 8
Mot1-301 SUMO result of CC(=O)Nc1ccc(OCC(O)Cn2c3ccccc3c3ccccc32)c(C)c1 (stereo unspecified) : 7
phage Ecoli inh result of Cc1cccc2cc(CN(Cc3ccc(F)cc3)C(=O)N(C)C)c3nnnn3c12 : 2.8
PfHsp90 set2 result of CCCOc1ccc(CNCCCOCC)cc1OC : -7

Bioassay records (PubChem BioAssay)
